# MCL1 BIM primary – inhibitors of human MCL1 binding to BIM-BH3 peptide | Q07820 | GST-MCL1 / FITC-Bim-BH3 fluorescence polarization | inhibition, % at 10.9 µM | 320,000 tested, 0.68% active | AID 2057;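 active means inhibition above the mean inhibition of all tested compounds plus 3 SD, set per campaign, cut at about 40% in these data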;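 further: 0% = DMSO wells and 100% = unlabeled Bim-BH3 peptide control; higher means more loss of mP so more displacement of Bim peptide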
# GSTO1 counter – counter-screen for RBBP9 inhibitors: inhibitors of human GSTO1. 300,000 tested, 1.1% active. P78417. inhibition, % at 5.96 µM. recombinant GSTO1, activity-based probe fluorescence polarization;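 active means inhibition above the campaign mean inhibition plus 3 SD, cut at about 35% in these data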;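 further: 0% = GSTO1-1 with DMSO and 100% = wells lacking GSTO1-1 enzyme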
# TPT1 inh – inhibitors of Candida albicans tRNA 2'-phosphotransferase TPT1; inhibition, % at 5 µM; recombinant caTPT1, FP RNA substrate dephosphorylation; 300,000 tested, 0.81% active; AID 1962;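 active means inhibition above the mean of all tested compounds plus 3 SD, set per screening campaign, cut at about 24% in these data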;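 further: plate controls were DMSO alone for no effect and ferristatin control at 100 nM for full effect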
# PME-1 inh – blocks human protein phosphatase methylesterase 1. inhibition, % at 5.9 µM. AID 2130. 320,000 tested, 0.53% active. recombinant PME-1, FP-Rh probe fluorescence polarization. Q9Y570;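 active means inhibition above the campaign mean of all compounds plus 3 SD, cut at about 26% in these data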;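 further: competitive labeling of PME-1 active site by serine hydrolase directed probe; 0% = PME-1 with DMSO and 100% = wells lacking PME-1 enzyme; inhibitors block probe labeling so polarization falls and inhibition rises; many of its hits are not listed in these tables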
# Target sequence (Q9Y570 whole entry, looked up): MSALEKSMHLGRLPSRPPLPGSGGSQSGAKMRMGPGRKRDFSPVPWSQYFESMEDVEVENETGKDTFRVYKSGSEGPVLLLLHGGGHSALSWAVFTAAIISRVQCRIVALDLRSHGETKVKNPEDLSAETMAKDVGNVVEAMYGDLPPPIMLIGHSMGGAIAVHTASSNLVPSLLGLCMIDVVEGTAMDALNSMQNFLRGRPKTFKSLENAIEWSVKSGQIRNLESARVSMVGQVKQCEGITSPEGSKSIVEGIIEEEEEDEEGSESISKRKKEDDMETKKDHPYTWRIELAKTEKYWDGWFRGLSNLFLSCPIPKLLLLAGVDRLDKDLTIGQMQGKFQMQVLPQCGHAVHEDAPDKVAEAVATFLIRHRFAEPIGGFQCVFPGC
# BCLXL inh – blocks human Bcl-xL binding to Bim BH3 peptide | Q07817 | GST-Bcl-xL / FITC-Bim BH3 peptide fluorescence polarization | inhibition, % at 10.9 µM | 320,000 tested, 0.7% active | AID 2129;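 active means inhibition above the mean of all tested compounds plus 3 SD, cutoff set per campaign, cut at about 30% in these data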;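 further: 0% = DMSO wells and 100% = unlabeled Bim-BH3 peptide competitor; inhibitors lower millipolarization by displacing the labeled peptide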
# Target sequence (Q07817 whole entry, looked up): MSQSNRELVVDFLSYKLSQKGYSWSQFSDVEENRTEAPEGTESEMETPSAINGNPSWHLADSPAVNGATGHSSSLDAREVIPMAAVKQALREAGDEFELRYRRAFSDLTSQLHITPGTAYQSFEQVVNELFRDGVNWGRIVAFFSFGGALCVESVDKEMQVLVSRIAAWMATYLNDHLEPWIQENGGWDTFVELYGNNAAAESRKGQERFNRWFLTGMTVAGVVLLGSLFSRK
# PAD4 inh – inhibitors of human PAD4. Q9UM07. inhibition, % at 6.36 µM. 330,000 tested, 0.41% active. AID 485272. recombinant PAD4, RCA probe fluorescence polarization;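 active means percent inhibition above a cutoff equal to the mean of all tested compounds plus 3 SD, cut at about 15% in these data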;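 further: 0% = PAD4 with RCA probe and DMSO and 100% = probe without PAD4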
# Fam108B inh – Fam108B inhibition, counter-screen for RBBP9 inhibitors; recombinant Fam108B, FP-Rh probe fluorescence polarization; inhibition, % at 9.51 µM; 300,000 tested, 0.33% active; AID 1947;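 active means inhibition above the screen mean inhibition plus 3 SD, computed separately per campaign, cut at about 18% in these data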;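 further: inhibitors lower polarization as less probe binds the enzyme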
# GLD-1 RNA inh – GLD-1-TGE RNA interaction inhibition (C. elegans) | Q17339 | purified GLD-1 + fluorescein TGE RNA, fluorescence polarization | inhibition, % at 5.96 µM | 320,000 tested, 0.44% active | AID 2280;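 active means percent inhibition above a per-plate cutoff, the plate mean of test compounds plus 3 SD, cut at about 30% in these data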;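 further: 0% = DMSO wells with GLD-1 and probe and 100% = wells lacking GLD-1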
# MEX-5 binding – C. elegans MEX-5 TCR-2 RNA binding activity | MEX-5/FITC-TCR2 RNA binding, fluorescence polarization; hits give low values | activity score (negative = inhibition of binding), % at 10 µM | 300,000 tested, 0.38% active;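 active means inhibition past about -25% in most replicates, and total fluorescence under double the plate's negative control median, limit read from the data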;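 further: 0% = DMSO and -100% = 5 µM competing unlabeled TCR2 RNA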
# Target sequence (Q9XUB2 whole entry, looked up): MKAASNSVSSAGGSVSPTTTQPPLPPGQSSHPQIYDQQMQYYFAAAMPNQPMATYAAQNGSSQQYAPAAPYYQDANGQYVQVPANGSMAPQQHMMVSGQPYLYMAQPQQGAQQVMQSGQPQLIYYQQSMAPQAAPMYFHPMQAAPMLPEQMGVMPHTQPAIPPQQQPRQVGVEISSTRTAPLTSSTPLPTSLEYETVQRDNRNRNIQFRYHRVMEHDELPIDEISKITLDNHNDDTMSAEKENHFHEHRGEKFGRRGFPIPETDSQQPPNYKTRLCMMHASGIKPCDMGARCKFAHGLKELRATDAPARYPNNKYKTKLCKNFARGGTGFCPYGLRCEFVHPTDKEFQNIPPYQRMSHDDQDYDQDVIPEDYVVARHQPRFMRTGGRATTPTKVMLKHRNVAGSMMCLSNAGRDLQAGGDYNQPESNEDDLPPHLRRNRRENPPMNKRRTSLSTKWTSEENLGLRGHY
# The depositor's hits bear a star; · = not tested or not shown. Not all compounds are listed (hit frequency here may not be typical).
no. | smiles | MCL1 BIM primary | GSTO1 counter | TPT1 inh | PME-1 inh | BCLXL inh
1 | COc1cccc(OCC(=O)NNC(=O)C(=O)Nc2ccc(OC)cc2OC)c1 | 10 | 7 | 0 | -3 | 5
2 | Cc1cc(OCC(=O)Nc2ccc(S(=O)(=O)NC3=NCCCCC3)cc2)c(C(C)C)cc1Cl | -4 | -17 | 0 | -32 | 6
3 | O=C(NCc1ccccn1)c1ccc([N+](=O)[O-])cc1 | 12 | -5 | -2 | 5 | 5
4 | CCCNC(=O)C(Cc1ccccc1)NC(=O)c1ccccn1 (stereo not drawn) | 7 | · | · | 7 | 4
5 | CCN(CC(=O)Nc1ccc2c(c1)OCO2)S(=O)(=O)c1ccccc1 | 4 | 4 | 0 | -2 | 0
6 | O=C(CC1C(=O)NCCN1Cc1cccc(F)c1F)NC1CCCCCC1 (stereo not drawn) | 30 | 0 | -5 | 2 | 27
7 | Cc1cc(C(=O)Nc2cccc(S(=O)(=O)N3CCCCC3)c2)c2ccccc2n1 | 1 | 8 | -3 | 2 | 1
8 | CC1CCc2sc(C(=O)OCC(=O)NC(N)=O)cc2C1 (stereo not drawn) | -1 | -3 | -1 | -2 | -1

no. | PAD4 inh | Fam108B inh | GLD-1 RNA inh | MEX-5 binding
1 | -1 | 1 | 3 | 0.2
2 | 0 | -26 | 9 | 0.9
3 | -4 | 1 | -1 | 0.6
4 | -4 | · | -4 | ·
5 | 2 | 3 | 9 | -1.5
6 | 4 | -2 | 25 | -0.4
7 | 3 | -3 | -1 | 3.6
8 | 0 | 0 | 5 | -0.2

# (cont.)
no. | smiles | MCL1 BIM primary | GSTO1 counter | TPT1 inh | PME-1 inh | BCLXL inh
9 | c1cncc(-c2nc(NCCCn3ccnc3)c3ccccc3n2)c1 | -3 | -5 | -1 | 3 | -4
10 | COc1ccc(OCc2cc(C(=O)NC(C)c3csc(C)n3)no2)c(Cl)c1 (stereo not drawn) | 6 | 0 | -1 | 0 | 2
11 | Cc1ccc(C2Oc3ccccc3C3=C2C(c2cccs2)n2ncnc2N3)cc1 (stereo not drawn) | 7 | -3 | 0 | -3 | 4
12 | Cn1c(NC(=O)/C=C/c2ccc(Cl)c(Cl)c2)cc(=O)n(C)c1=O | -1 | -2 | 5 | -6 | 0
13 | O=C(NCCN=C1NS(=O)(=O)c2ccccc21)c1ccc2nccnc2c1 | 6 | -1 | -5 | 2 | 11
14 | C=CCOC(=O)C1=C(C)NC(=S)C(C#N)(CC=C)C1c1ccccc1Cl (stereo not drawn) | -1 | 10 | -4 | 7 | 2
15 | O=C(CN1CCN(c2ccc(O)cc2)CC1)Nc1ccc(SC(F)F)cc1 | 24 | 11 | 3 | 12 | 27
16 | CCOC(=O)Cc1csc(NC(=O)c2c(C)noc2C)n1 | 3 | 3 | 2 | 0 | 7

no. | PAD4 inh | Fam108B inh | GLD-1 RNA inh | MEX-5 binding
9 | -5 | 4 | 8 | 31
10 | -3 | 0 | -3 | -1.3
11 | -7 | -2 | 1 | -0.7
12 | -6 | -2 | 2 | -3.3
13 | 0 | 3 | 3 | -7.0
14 | 1 | -2 | 2 | 1.9
15 | -7 | 0 | 8 | -1.6
16 | 7 | 5 | 10 | 1.1

# (cont.)
no. | smiles | MCL1 BIM primary | GSTO1 counter | TPT1 inh | PME-1 inh | BCLXL inh
17 | CCc1n[nH]c(=S)n1/N=C/c1ccc(N(C)c2ccccc2)cc1 | -17 | -5 | 1 | 14 | -25
18 | COc1ccc(CN(C)C(=O)c2ccccc2OCc2c(C)noc2C)cc1OC | 8 | · | · | 5 | 3
19 | COc1nn(-c2nc(-c3ccccc3)cc(C(F)(F)F)n2)cc1[N+](=O)[O-] | -7 | 8 | 55* | 1 | 2
20 | O=C(COC(=O)Cc1cccs1)NCc1ccc(F)cc1 | -9 | 5 | -2 | 5 | -6
21 | COC(=O)C1=C(C)NC(=S)NC1c1ccc(-c2cc(Cl)ccc2Cl)o1 (stereo not drawn) | 6 | -5 | 1 | -13 | 1
22 | CC[C@@H](C)[C@H](CN[C@H](CNC)[C@@H](C)O)NCCc1ccc(OC)cc1 | 15 | -1 | -2 | -1 | 3
23 | CC1(C)CC(=O)C(CC2=C(O)CC(C)(C)CC2=O)=C(O)C1 | 5 | -2 | 0 | 4 | 3
24 | CCCC(c1nnnn1CCc1ccccc1)N1CCN(C(=O)c2ccco2)CC1 (stereo not drawn) | 13 | -5 | -7 | 0 | 10

no. | PAD4 inh | Fam108B inh | GLD-1 RNA inh | MEX-5 binding
17 | 0 | 5 | 9 | 1.6
18 | -2 | · | -4 | ·
19 | 2 | 4 | -1 | -0.1
20 | 0 | 6 | -2 | -4.4
21 | -1 | -5 | 7 | 2.2
22 | 2 | 0 | 4 | -0.4
23 | -2 | -2 | 4 | 2.2
24 | 4 | 6 | 2 | 2.4

# The results go on:
no. | smiles | MCL1 BIM primary | GSTO1 counter | TPT1 inh | PME-1 inh | BCLXL inh
25 | CC(C)(C)c1ccc(O)c(N=Cc2cc(Br)ccc2O)c1 | 6 | 35* | 3 | 7 | 13
26 | COc1cc2cc(C(=O)N(C)C3CCS(=O)(=O)C3)[nH]c2cc1OC (stereo not drawn) | -3 | 2 | -3 | -8 | 0
27 | CCc1ccc(Nc2nnc(SC3CCOC3=O)s2)cc1 (stereo not drawn) | -5 | -2 | 3 | 4 | -2
28 | COc1ccc(Cl)cc1NC(=O)CCn1cnc2ccccc2c1=O | -1 | -2 | -1 | 2 | 3
29 | CCCc1[nH]n(-c2nc3ccccc3s2)c(=O)c1C=NCCN1CCOCC1 | -12 | -76 | 15 | 5 | -7
30 | NNC(=O)c1nnn(-c2nonc2N)c1-c1cccs1 | 3 | 3 | 0 | 3 | -1
31 | Cc1ccccc1OCC(=O)Nc1cccc(NC(=O)c2ccco2)c1 | -1 | -14 | -7 | -3 | -2
32 | O=C(NCc1ccc2c(c1)OCO2)c1c[nH]c2ccc(S(=O)(=O)N3CCOCC3)cc2c1=O | -6 | -15 | -4 | -1 | -3

no. | PAD4 inh | Fam108B inh | GLD-1 RNA inh | MEX-5 binding
25 | -3 | -1 | -1 | 2.0
26 | 5 | -3 | 8 | 2.3
27 | 1 | 0 | -3 | 2.3
28 | 1 | -3 | 2 | -0.6
29 | -4 | -1 | 0 | 2.8
30 | 0 | 2 | 3 | -0.7
31 | 0 | -1 | 3 | 1.4
32 | 1 | -1 | 1 | -0.6

# Further records.
no. | smiles | MCL1 BIM primary | GSTO1 counter | TPT1 inh | PME-1 inh | BCLXL inh
33 | O=C(Nc1ccccc1)c1nnsc1S(=O)(=O)c1ccc(Cl)cc1 | 25 | -13 | -1 | -11 | 10
34 | CC1=C/C(=C/N(C)C)C(=O)O1 | 22 | 7 | -7 | 0 | 22
35 | COC(=O)CCCC1=CC2=CC(=O)C(C)(OC(=O)c3cccs3)C(=O)C2=CN1CCCOC(C)C (stereo not drawn) | 14 | 16 | -6 | 5 | 17
36 | Cc1ccc(Cl)c(OC(=O)c2ccc(N3CCOCC3)c([N+](=O)[O-])c2)c1 | -12 | 1 | -3 | 10 | 0
37 | Cc1ccc(NCc2nnc(SCC(=O)N3CCCCC3)n2CC2CCCO2)c(C)c1 (stereo not drawn) | 1 | 2 | 0 | 0 | 5
38 | O=C(c1cc(COc2cccc(C(F)(F)F)c2)on1)N1CCSCC1 | 6 | -1 | -1 | 3 | 3
39 | COc1ccccc1C1C(C(=O)c2cc3ccccc3o2)=C(O)C(=O)N1c1cc(C)on1 (stereo not drawn) | 3 | -17 | -6 | 2 | 2
40 | CN(C)c1ccc(/C=N/c2cc(-c3ccccc3)nn2-c2ccccc2)cc1 | -8 | -5 | 4 | 0 | 8

no. | PAD4 inh | Fam108B inh | GLD-1 RNA inh | MEX-5 binding
33 | 0 | -5 | 5 | -1.2
34 | 3 | 1 | 12 | -7.8
35 | -7 | 1 | 11 | 0.5
36 | 6 | 8 | 5 | -0.5
37 | -3 | 2 | -3 | 0.7
38 | -2 | 3 | 4 | -1.5
39 | -9 | 1 | 0 | -1.2
40 | -5 | -3 | 2 | -6.3

# (cont.)
no. | smiles | MCL1 BIM primary | GSTO1 counter | TPT1 inh | PME-1 inh | BCLXL inh
41 | O=C(CCC1CC(=O)Nc2ccccc21)NCc1ccccc1 (stereo not drawn) | 0 | -1 | 2 | 7 | 2
42 | C/C(=N\NC(=O)c1cc(C)nc2ccccc12)c1ccco1 | 2 | 5 | 3 | -1 | 1
43 | COc1cccc(CNc2nc3nc(C)cc(C)n3n2)c1 | 9 | 6 | 0 | 4 | 5
44 | Cc1nc2c(C(=O)NCc3ccc4c(c3)OCO4)c[nH]n2c(=O)c1Cl | 12 | -4 | -3 | 1 | 16
45 | CCCCn1c(N)c(N(CC(C)C)C(=O)CN(C)S(=O)(=O)c2ccc(F)cc2)c(=O)[nH]c1=O | 0 | 16 | -4 | -3 | -10
46 | CC(C)(C)C(=O)Nc1cccc(OC(F)(F)C(F)Cl)c1 (stereo not drawn) | 5 | 1 | -2 | 3 | 2
47 | CCCCC(CC)CNC(=O)c1ncn[nH]1 (stereo not drawn) | 1 | 3 | -1 | 3 | -1

no. | PAD4 inh | Fam108B inh | GLD-1 RNA inh | MEX-5 binding
41 | -4 | 0 | 8 | -5.6
42 | -1 | -2 | 3 | 2.5
43 | 2 | 3 | 3 | -0.4
44 | 1 | 4 | 7 | -0.8
45 | 1 | 1 | -3 | 0.2
46 | -4 | 0 | -4 | ·
47 | -1 | 2 | 1 | -1.1

# Part of the list above, in transposed form:
(37) Cc1ccc(NCc2nnc(SCC(=O)N3CCCCC3)n2CC2CCCO2)c(C)c1 (stereo not drawn)
(38) O=C(c1cc(COc2cccc(C(F)(F)F)c2)on1)N1CCSCC1
(39) COc1ccccc1C1C(C(=O)c2cc3ccccc3o2)=C(O)C(=O)N1c1cc(C)on1 (stereo not drawn)
(40) CN(C)c1ccc(/C=N/c2cc(-c3ccccc3)nn2-c2ccccc2)cc1
(41) O=C(CCC1CC(=O)Nc2ccccc21)NCc1ccccc1 (stereo not drawn)
(42) C/C(=N\NC(=O)c1cc(C)nc2ccccc12)c1ccco1
(43) COc1cccc(CNc2nc3nc(C)cc(C)n3n2)c1
(44) Cc1nc2c(C(=O)NCc3ccc4c(c3)OCO4)c[nH]n2c(=O)c1Cl
(45) CCCCn1c(N)c(N(CC(C)C)C(=O)CN(C)S(=O)(=O)c2ccc(F)cc2)c(=O)[nH]c1=O
(46) CC(C)(C)C(=O)Nc1cccc(OC(F)(F)C(F)Cl)c1 (stereo not drawn)

entry no.	37	38	39	40	41	42	43	44	45	46
MCL1 BIM primary	1	6	3	-8	0	2	9	12	0	5
GSTO1 counter	2	-1	-17	-5	-1	5	6	-4	16	1
TPT1 inh	0	-1	-6	4	2	3	0	-3	-4	-2
PME-1 inh	0	3	2	0	7	-1	4	1	-3	3
BCLXL inh	5	3	2	8	2	1	5	16	-10	2
PAD4 inh	-3	-2	-9	-5	-4	-1	2	1	1	-4
Fam108B inh	2	3	1	-3	0	-2	3	4	1	0
GLD-1 RNA inh	-3	4	0	2	8	3	3	7	-3	-4
MEX-5 binding	0.7	-1.5	-1.2	-6.3	-5.6	2.5	-0.4	-0.8	0.2	·

# From PubChem BioAssay
